MOR-DOR ag – agonists of OPRM1-OPRD1 heterodimerization, primary screen, cell-based, luminescence; cells; activation, % at 9.3 µM; 0.3% of 340,000 active; AID 504326, 2011; in the data active = activation above about 18%;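 also: 0% = vehicle-treated cells and 100% = reference agonist; values of inactives mirror those of a sister screen read the other way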
LANA DNA inh – inhibitors of KSHV C-LANA binding to DNA, primary screen, biochemical, fluorescence polarization, FAM-LBS DNA, MBP-C-LANA, single point; Kaposi's sarcoma herpesvirus LANA C-terminal domain (residues 932-1162) DNA binding; inhibition, % at 9 µM; 0.078% of 340,000 active; AID 504423, 2011;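 active = highest replicate inhibition at or above 60% at 9 µM, even if other replicates fall short; inactive = all replicates below 60% inhibition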;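 also: 0% = neutral control wells and 100% = 4 µM acridine orange control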
V-ATPase pH – regulators of yeast V-ATPase proton pumping, primary screen, pHLuorin cytosolic pH fluorescence | 0.37% of 350,000 active | S. cerevisiae | AID 504577, 2011 | response, % at 10 µM; in the data active = response mostly above about 7.3%, no sharp cut-off; inactive = mostly below about 5.4%; also: actives read high; inactives centre near 0; some compounds called inactive have numbers as strong as hits; reference of the scale not given here
Arr AP2 block – inhibitors of beta-arrestin/AP2 binding, primary screen, biochemical, GPCR trafficking, flow cytometry; beta-arrestin 1 C-terminal peptide binding to AP2 beta2-adaptin appendage (human); FITC-arrestin peptide / GST-AP2 beads; AP2 beta2 appendage carries R879A mutation; inhibition, % at 10 µM; 0.31% of 340,000 active; AID 504490, 2011;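 active = inhibition above a set limit, near 3 SD of compounds lacking own fluorescence, cut at about 54% in these data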;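 also: plate controls were DMSO wells for no effect and 5 µM unlabelled arrestin peptide for full effect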
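Assay system: GST-AP2 R879A bound to glutathione beads, E. coli-expressed; Medium: PBS with 0.05% Tween 20 and 0.1% BSA; Also added: fluorescein-tagged arrestin peptide at 50 nM final; Timing: 12 min plus 1 h, RT; Measured by: flow cytometry, FL1 (488/535 nm); Evaluation: percent drop in bead-associated FITC signal.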
Keap1-Nrf2 PPI – Keap1-Nrf2 protein-protein interaction inhibitors, primary screen, biochemical, fluorescence polarization, single point | Keap1 Kelch-Nrf2 peptide fluorescence polarization, 1536-well | inhibition, % at 9.4 µM | 0.15% of 340,000 active | AID 504523, 2011; in the data active = inhibition above about 12%;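 also: human Keap1 Kelch domain with fluorescein labeled Nrf2 9mer peptide probe; 0% = neutral control wells and 100% = peptide positive control; higher means more block of Keap1 binding to Nrf2 peptide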
Target sequence (Q14145 whole entry, looked up, the tested form may be a part): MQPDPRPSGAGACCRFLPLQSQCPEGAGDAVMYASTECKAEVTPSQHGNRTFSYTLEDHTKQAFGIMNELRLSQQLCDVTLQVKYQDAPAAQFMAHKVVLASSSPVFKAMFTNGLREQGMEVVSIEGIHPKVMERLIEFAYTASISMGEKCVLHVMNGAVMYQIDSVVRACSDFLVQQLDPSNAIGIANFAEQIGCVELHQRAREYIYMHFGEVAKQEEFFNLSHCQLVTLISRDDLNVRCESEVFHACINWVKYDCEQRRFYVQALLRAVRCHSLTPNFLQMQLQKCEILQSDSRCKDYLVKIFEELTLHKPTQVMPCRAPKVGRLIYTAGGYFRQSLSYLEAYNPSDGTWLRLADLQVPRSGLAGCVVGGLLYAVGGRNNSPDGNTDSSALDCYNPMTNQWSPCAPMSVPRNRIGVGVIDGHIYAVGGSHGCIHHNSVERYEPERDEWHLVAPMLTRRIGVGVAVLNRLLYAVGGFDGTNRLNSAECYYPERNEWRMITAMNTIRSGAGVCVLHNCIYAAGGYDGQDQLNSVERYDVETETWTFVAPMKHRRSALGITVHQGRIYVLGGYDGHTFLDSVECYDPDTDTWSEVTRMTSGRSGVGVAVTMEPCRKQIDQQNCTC
DSG3 Ab inh – inhibitors of pemphigus antibody binding to DSG3, primary screen, biochemical, bead-based, flow cytometry, scFv-GFP. AID 588358, 2011. DSG3-coupled beads, scFv-anti-DSG3-GFP binding; stronger effect = lower value. 0.48% of 310,000 active. Desmoglein-3 (Homo sapiens), P32926. binding (percent of control), % at 10 µM;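 active = binding more than 3 SD below its plate's average and above zero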;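 also: hits lower antibody fragment binding to DSG3; some compounds called inactive have numbers as strong as hits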
cardiac RTF act – cardiac RTF calcium sensitivity activators, primary screen, biochemical, IANBD-TnC fluorescence, EC20 calcium | IANBD-labeled TnC RTF fluorescence at EC20 calcium; 0% EC20 calcium, 100% full calcium | Troponin I, cardiac muscle (Homo sapiens) + Troponin T, cardiac muscle (Homo sapiens) + … | activation, % at 7.2 µM | 0.24% of 340,000 active;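 active = activation above the mean over all tested compounds plus 3 SD, cut at about 30% in these data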;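 also: rise in fluorescence read as greater calcium sensitivity of cardiac thin filaments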
MOR-DOR inv ag – inverse agonists of MOR-DOR heterodimerization, primary screen, cell-based, luminescence; Mu-type opioid receptor (Homo sapiens) + Delta-type opioid receptor (Homo sapiens), …; cell-based MOR-DOR heterodimer luminescence, inverse agonism; inhibition, % at 9.3 µM; AID 504357, 2011; 0.21% of 340,000 active; in the data active = inhibition above about 22%, passing the limit was not always enough;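 also: 0% = cells with DMSO and 100% = wells without cells with DMSO; values of inactives mirror those of a sister screen read the other way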
RTF Ca sens inh – cardiac RTF calcium sensitivity inhibitors, primary screen, biochemical, IANBD-TnC fluorescence, EC70 calcium. IANBD-labeled cardiac RTF, Ca2+ fluorescence. Troponin I, cardiac muscle (Homo sapiens) + Troponin T, cardiac muscle (Homo sapiens) + …. AID 493244, 2011. 0.12% of 340,000 active. inhibition, % at 7.15 µM;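 active = inhibition above the mean inhibition of all tested compounds plus 3 SD, cut at about 17% in these data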;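 also: assay run at fixed EC70 calcium of 1.6 mM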
Wnt act – Wnt/beta-catenin pathway activators, primary screen, cell-based, plate reader, single point; Wnt/beta-catenin reporter cell assay, activator; activation, % at 9.35 µM; 1.2% of 300,000 active; in the data active = activation above about 30%, passing the limit was not always enough;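 also: 0% = neutral control wells and 100% = positive control wells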
Active calls of the source: *; x = not tested or not shown.

SMILES	MOR-DOR ag	LANA DNA inh	V-ATPase pH	Arr AP2 block	Keap1-Nrf2 PPI	DSG3 Ab inh	cardiac RTF act	MOR-DOR inv ag	RTF Ca sens inh	Wnt act
COc1cccc(C=Nc2ccc(C)c(F)c2)c1O	-1.1	38.6	-1.2	10.7	2.2	98.9	-0.8	5.0	-5.4	x
CSc1ccc(C(=O)N2CCC(CCC(=O)NCc3ccc(F)cc3)CC2)cc1	-4.1	1.7	1.9	1.1	-4.7	x	7.2	21.3	-13.3	1.2
COCCN(C(=O)c1snc(C(N)=O)c1N)C(C(=O)NC1CCCCC1)c1ccc(N(C)C)cc1 (stereo not drawn)	-3.7	-1.0	-4.7	2.2	-5.6	97.7	-10.6	17.2	-2.3	0.1
CCCc1sc(C(=O)Nc2nnc(C3CC3)s2)cc1CC	-0.6	-0.4	-2.3	-7.7	1.6	109.2	-4.8	3.5	3.2	0.5
COCCN(C(=O)c1csnn1)C(C(=O)NC1CCCC1)c1ccccc1F (stereo not drawn)	-1.4	-1.2	0.8	-1.2	-8.8	132.6	0.2	11.1	-17.3	0.2
Cc1cc(SCc2ccc(Cl)cc2)nc(=O)[nH]1	-2.5	-0.5	1.4	2.0	0.9	108.6	-0.3	13.0	1.9	1.6
Cc1ccc(S(=O)(=O)N2CCOC2CNC(=O)C(=O)NCCc2c[nH]c3ccccc23)cc1 (stereo not drawn)	0.1	1.1	-1.1	2.7	-0.4	103.5	-4.0	-1.0	-5.6	-12.9
COC(=O)C1=C(C)N(Cc2ccccc2)C(=NCCCCO)N[C@H]1c1cccc(C(F)(F)F)c1	0.6	2.0	3.0	-6.1	-8.4	104.5	-5.4	-3.5	6.4	-2.0
Cc1ccc(NC(=O)CN2CCC(NC(=O)c3cccc(F)c3)CC2)cc1C	1.1	-2.9	1.7	14.6	3.9	123.0	9.7	-6.3	-7.3	-0.7
CCCCCCC(=O)Oc1ccc(N2C(=O)CCC2=O)cc1	-2.3	-2.6	-2.9	-0.5	0.9	85.4	-2.6	11.7	-1.8	7.6
Oc1ccccc1N1CCN(C(=S)NCc2ccccc2)CC1	0.6	0.3	-1.1	-10.8	-2.5	x	1.3	-2.9	1.1	3.2
COc1cc2oc(=O)cc(-c3ccc(-c4ccc(CO)cc4)cc3)c2c(OC)c1OC	-1.1	1.4	-4.4	30.4	-3.0	97.9	-0.1	5.4	-6.2	-1.4
COC(=O)c1cc(=O)n(Cc2cccs2)c(=Nc2ccc(F)cc2)s1	4.2	1.1	5.1	6.9	-1.3	105.3	-0.9	-22.8	0.6	-1.6
Cc1cc(OCC(=O)NC(C)C)cc(C)c1Br	-0.4	-1.1	5.0	-6.6	-3.0	89.7	-7.3	2.4	-0.1	-2.4
Fc1cccc(Nc2cc(-n3cccn3)ncn2)c1	4.8	0.2	4.6	-5.8	1.5	97.7	3.2	-25.1	-4.3	x
COc1cc(OC)cc(C(=O)NNC(=O)c2cc3ccccc3cc2O)c1	-1.3	1.1	-2.8	-17.1	-2.5	101.8	-3.5	6.5	-5.3	-0.4
Cc1cccc(NC(=O)Cn2nnc(-c3cccs3)n2)c1C	-3.8	0.5	6.9	-4.8	2.4	97.9	5.1	16.4	-0.3	x
CCN(CC)CCNC(=O)Cn1nc(-c2ccccc2)c2ccccc2c1=O	1.4	0.6	7.4	18.4	3.1	96.7	1.6	-8.4	-4.9	x
COc1ccc(NC(=O)C2=Cc3ccccc3OC2)cc1	0.6	0.4	-1.3	-3.0	6.2	89.0	6.0	-3.4	-17.0	13.3
COC(=O)CNC(=O)CSc1nc2sc(-c3ccccc3)cc2c(=O)n1-c1ccccc1	0.0	0.2	3.7	2.0	-0.2	90.1	-1.7	-0.2	-4.7	-1.9
CCOc1ccc(NC(=O)CN(C)C(=O)CCNC(=O)c2ccccc2Cl)cc1OCC	-0.3	-0.3	-1.8	-4.0	-1.5	96.6	-3.1	2.1	-26.4	0.9
COc1ccc(C(C)NC(=S)NCc2ccc(F)cc2)cc1OC (stereo not drawn)	-4.0	1.2	1.4	9.4	-1.8	105.0	-1.9	20.4	1.0	-1.1
CN(C)c1nc(N)nc(Cn2ccnc2)n1	-2.0	-1.9	-1.5	-2.2	0.7	x	1.0	10.3	-8.0	-3.4
O=C(c1cc(-c2ccco2)on1)N1CCc2ccccc2C1	-1.3	-0.1	4.3	14.7	-5.7	101.8	-5.9	6.9	-4.4	x
CCCCN1CC(=O)N2[C@H]3c4ccccc4OC[C@@H]3[C@H](c3ccccc3)[C@]2(C)C1=O	-2.1	1.0	-2.1	5.5	-2.7	105.1	-4.0	12.7	-3.4	-9.3

A second format for 2 compounds above.
COc1ccc(C(C)NC(=S)NCc2ccc(F)cc2)cc1OC (stereo not drawn)
  MOR-DOR ag = -4.0; LANA DNA inh = 1.2; V-ATPase pH = 1.4; Arr AP2 block = 9.4; Keap1-Nrf2 PPI = -1.8; DSG3 Ab inh = 105.0; cardiac RTF act = -1.9; MOR-DOR inv ag = 20.4; RTF Ca sens inh = 1.0; Wnt act = -1.1
O=C(c1cc(-c2ccco2)on1)N1CCc2ccccc2C1
  MOR-DOR ag = -1.3; LANA DNA inh = -0.1; V-ATPase pH = 4.3; Arr AP2 block = 14.7; Keap1-Nrf2 PPI = -5.7; DSG3 Ab inh = 101.8; cardiac RTF act = -5.9; MOR-DOR inv ag = 6.9; RTF Ca sens inh = -4.4; Wnt act = x

(further entries)
SMILES	MOR-DOR ag	LANA DNA inh	V-ATPase pH	Arr AP2 block	Keap1-Nrf2 PPI	DSG3 Ab inh	cardiac RTF act	MOR-DOR inv ag	RTF Ca sens inh	Wnt act
N=c1c2c(n(Cc3ccc(Cl)cc3)c3c1CCC3)CCC2	-0.6	-1.8	-3.2	-5.7	-3.1	96.7	1.0	3.3	4.8	-3.3
Cc1ccc(S(=O)(=O)NC(=O)NCCCN2CCOCC2)cc1	0.8	-0.3	1.8	2.1	-1.5	119.0	-4.0	-6.7	-14.9	-0.9
Cc1c(NC(=O)CSc2nnc3c4ccccc4n(CCc4ccccc4)c3n2)c(=O)n(-c2ccccc2)n1C	-1.1	-1.9	6.1	-5.6	3.2	76.3	-1.3	6.0	-0.9	x
CC(=O)NCC(c1cccs1)S(=O)(=O)c1ccc(F)cc1 (stereo not drawn)	0.9	1.4	1.8	6.4	-4.7	x	1.7	-4.8	-5.4	0.6
O=C(CCCN=C1NS(=O)(=O)c2ccccc21)OCC(=O)N1CCc2ccccc21	-1.0	0.2	5.9	-13.7	-2.9	x	5.3	6.0	-19.1	-5.2
CC(C)(C)c1ccc(C(=O)NCC(=O)NCc2ccccn2)cc1	-0.3	-2.1	1.9	3.5	4.2	85.2	0.4	1.1	-5.8	-1.6
O=C(c1ccc(Cl)c(F)c1F)N1CCOCC1	-1.3	-0.2	-0.6	22.7	-0.5	99.4	6.1	7.1	-4.8	-1.0
COC(=O)Cn1c(CCS(=O)(=O)c2ccc(Cl)cc2)nc2ccccc21	4.5	-1.1	-3.9	23.5	1.7	x	-6.8	-18.6	1.1	x
COC(=O)c1cc(Br)c(=O)n(CCc2ccc(O)cc2)c1	4.1	1.9	1.5	2.7	-2.3	108.9	4.7	-21.9	-8.5	1.3
COC(=O)Cc1cccc2c(=O)c3ccccc3oc12	-3.4	0.1	-0.6	30.8	3.8	79.7	2.8	17.2	-2.4	1.1
CCCCc1nnc(NC(=O)C23CC4CC(CC(NC(C)=O)(C4)C2)C3)s1	-3.2	-0.2	0.5	30.4	-2.0	111.5	-2.9	17.1	-0.2	3.8
O=C(NCC1CCCO1)C(=O)NCC(c1ccco1)N1CCN(c2ccccc2)CC1 (stereo not drawn)	-4.2	-1.0	0.1	5.2	-1.0	124.0	-4.6	22.4	7.4	0.1
S=c1nc(C2CCCCC2)n(-c2ccccc2)[nH]1	-1.3	-0.3	-3.0	3.2	-5.0	101.6	-1.7	6.8	-1.7	-1.0
CN(c1ccccc1)S(=O)(=O)c1cccc(NC(=O)CN2C(=O)NC3(CCCC3)C2=O)c1	-1.1	-0.5	-2.1	2.9	-8.1	105.6	-6.3	5.6	4.8	0.2
CCOC(=O)C1CC(c2ccccc2)=NNC1=O (stereo not drawn)	-2.1	2.4	-1.1	-12.7	1.0	107.0	-0.1	12.4	-5.1	16.0
O=C(CNC(=O)c1ccco1)Nc1ccc(N2CCCCCC2)cc1	-4.8	-1.0	-1.4	15.6	0.2	101.7	-4.9	18.6	-1.5	5.3
O=C(NCc1ccncc1)C(=O)Nc1nc2ccccc2s1	-3.5	1.8	-0.1	x	1.5	136.6	0.9	16.5	-8.7	28.2
CCC(=O)OCC(=O)c1cc(C)n(-c2ccc(Br)cc2)c1C	3.7	0.5	3.6	4.7	-0.6	x	-0.6	-16.7	-3.8	-0.1
CC(NC(=O)COC(=O)C1CC1C)c1cccc(Cl)c1 (stereo not drawn)	-2.0	0.7	-3.5	-4.3	-3.8	x	-0.2	8.0	-2.3	1.3
O=C(N/N=C/c1ccc(N2CCOCC2)s1)c1ccccc1Br	0.2	-1.0	x	-6.7	-1.5	105.3	1.6	-1.8	-4.6	x
C=CCNc1nnc(C)c2ccccc12	-2.6	-0.1	1.9	-5.8	0.2	103.4	6.5	13.7	5.8	0.2
CCOC(=O)N1CCN(c2cc(=O)n(C3CCCCC3)c(=O)[nH]2)CC1	0.3	-5.9	3.8	0.1	-3.8	106.8	3.7	-1.9	-7.1	x
CN(Cc1ccc(Cl)s1)C(=O)CN1C(=O)N(C)C2(CCCCC2)C1=O	-1.1	-0.3	1.4	38.9	-1.7	99.7	2.0	5.7	0.0	5.7
OC(CNCC1CCCO1)Cn1c2ccc(Br)cc2c2cc(Br)ccc21 (stereo not drawn)	5.2	-1.7	-0.1	1.2	-3.1	91.8	15.6	-28.4	-4.7	0.2
O=C(c1ccc2ncsc2c1)N1CCCC(C(F)(F)F)C1 (stereo not drawn)	-1.2	-1.0	2.2	-4.1	-1.1	108.4	-0.1	6.2	-10.9	-0.5
Cc1cc(=O)oc2c3c(cc(OCC(=O)NCC(=O)N[C@H](C(=O)O)C(C)C)c12)OC(C)(C)CC3	-1.1	-1.7	1.6	15.2	-1.6	109.4	-1.7	4.9	-8.8	1.2
O=C1CCCC(=O)N1c1ccc(Oc2ccc(Cl)cc2)cc1	-0.4	-1.4	0.0	-3.3	-0.9	100.2	-2.8	2.4	-5.6	0.1

Assay outcomes (PubChem BioAssay)

An unsorted share of the library. About 3.1% of those tested had a hit in this group.
